AMA1 RON2 block: inhibitors of Plasmodium falciparum AMA1-RON2 interaction | AlphaScreen AMA1-biotinylated RON2 peptide binding | Potency, µM (titrated, usually from 58.2 µM), for inactives: top-dose activity change, negative = inhibition, actives largely listed as inhibitors | hit rate 0.2% among 360,000 | AID 720542;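 note: potency is the fitted concentration of half-maximal effect; 0% = vehicle wells and -100% = peptide control; nearly all actives have a fitted effect of over 45% in size; some results filed as inactive show a strong effect at the top dose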
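AMA1 (3D7) with his tag at 25 nM final met compounds first, then biotinylated RON2 peptide at 25 nM; detection used donor plus acceptor beads, 10 µg/mL apiece, read by AlphaScreen after 30 min at room temperature.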
LmPK inhibitor: inhibitors of Leishmania mexicana pyruvate kinase | Q27686 | purified LmPK, Kinase-Glo ATP luminescence, 1 h | Potency, µM (top dose mostly 57.5 µM), inactives show at the top dose activity change, negative = inhibition, usual class: inhibitors | hit rate 0.37% among 290,000 | AID 1721; note: potency is the fitted concentration of half-maximal effect
Target sequence (Q27686 whole entry, looked up): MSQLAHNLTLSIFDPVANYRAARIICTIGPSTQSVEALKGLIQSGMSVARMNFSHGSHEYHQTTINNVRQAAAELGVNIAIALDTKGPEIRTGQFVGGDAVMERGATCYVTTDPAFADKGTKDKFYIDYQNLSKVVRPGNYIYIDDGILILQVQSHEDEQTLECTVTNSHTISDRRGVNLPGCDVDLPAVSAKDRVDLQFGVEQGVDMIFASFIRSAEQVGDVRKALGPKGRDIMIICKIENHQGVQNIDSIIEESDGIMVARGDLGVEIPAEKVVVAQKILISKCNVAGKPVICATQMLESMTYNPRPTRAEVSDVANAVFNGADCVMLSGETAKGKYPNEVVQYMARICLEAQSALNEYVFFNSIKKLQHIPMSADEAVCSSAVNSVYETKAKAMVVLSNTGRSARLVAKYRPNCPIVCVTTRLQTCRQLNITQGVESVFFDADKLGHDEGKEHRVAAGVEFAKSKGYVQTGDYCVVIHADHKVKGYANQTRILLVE
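In 50 mM imidazole pH 7.2 with 7 mM MgCl2, LmPK (0.1 nM) turned over PEP (0.5 mM) and ADP (0.1 mM) for 1 h at room temperature. Luciferase read-out of ATP.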
HCMV antiviral: blocks human cytomegalovirus replication. HFF cells, HCMV-luciferase reporter, 72 h; hits give low values. activity change, negative = inhibition, % at 57.5 µM. hit rate 4.5% among 410,000. AID 1259415; in the data active = activity change below about -60%; inconclusive = no clear call, values can overlap the other calls; inactive = above about -39%
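HFF cells seeded 16 h at 37C, treated with compounds, infected with luciferase-reporter HCMV at MOI 1 PFU/cell; luciferase read at 72 h post infection, normalized to buffer-only and Salinomycin controls.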
AmpC inh no detg: AmpC beta-lactamase inhibition without detergent. P00811. AmpC nitrocefin hydrolysis, absorbance 480 nm, 0.0001% Triton. Potency, µM (highest dose often 57.1 µM), for the others: top-dose activity change, negative = inhibition, actives largely listed as inhibitors. hit rate 0.52% among 330,000. AID 485341;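 note: potency is the fitted concentration of half-maximal effect; plate controls were no compound for no effect and no enzyme for full effect; nearly all actives have a fitted effect of over 20% in size; some results filed as inactive show a strong effect at the top dose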
Target sequence (P00811 whole entry, looked up): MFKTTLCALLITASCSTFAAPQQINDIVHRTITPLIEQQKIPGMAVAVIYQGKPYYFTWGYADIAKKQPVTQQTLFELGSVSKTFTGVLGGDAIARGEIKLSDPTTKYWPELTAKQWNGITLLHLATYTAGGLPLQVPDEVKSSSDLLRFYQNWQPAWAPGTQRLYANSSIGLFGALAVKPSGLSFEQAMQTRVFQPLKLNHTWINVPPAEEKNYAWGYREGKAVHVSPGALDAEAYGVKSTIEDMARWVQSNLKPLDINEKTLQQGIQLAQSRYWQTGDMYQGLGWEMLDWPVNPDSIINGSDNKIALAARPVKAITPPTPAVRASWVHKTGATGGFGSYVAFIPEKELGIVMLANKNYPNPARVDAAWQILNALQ
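AmpC (5.3 nM in the dispensed reagent) in 20 mM phosphate pH 7.0 with 0.01% (detergent screen) or 0.0001% Triton X-100 was preincubated with compounds for 15 min at room temperature. Nitrocefin was then added from an 800 uM solution, and hydrolysis was followed at 480 nm.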
TbPYK inhibitor: T. brucei pyruvate kinase inhibition; hit rate 0.12% among 410,000; Potency, µM (series often up to 76.8 µM), for inactives: top-dose activity, negative = inhibition, hits mostly inhibitors; AID 624173; TbPYK enzyme, Kinase-Glo Plus ATP luminescence, 45 min; Q57TT1; note: potency is the fitted concentration of half-maximal effect; nearly all actives have a fitted effect of over 50% in size
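Glycolytic pyruvate kinase of T. brucei was incubated with substrate, test compound and 130 uM ADP for 45 minutes at room temperature. Luminescent Kinase-Glo Plus signal was measured after 10 minutes.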
HCV inh: inhibitors of hepatitis C virus infection. Huh7.5.1 HCVcc-Cre infection, luciferase reporter, 44 h. Potency, µM (series often up to 41.8 µM), inactives show top-dose activity change, negative = inhibition, hits mostly inhibitors. hit rate 3.4% among 340,000; note: potency is the fitted concentration of half-maximal effect
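HCVcc-Cre virus at an moi near 0.5 was added right after compound to cells cultured 4 h from seeding (1,000 cells/well). Luciferase activity was determined 44 h later, 15 min after substrate addition at RT.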
AmpC detergent: blocks E. coli AmpC beta-lactamase in detergent assay; AID 485294; Potency, µM (doses to about 114 µM), inactives show top-dose activity change, negative = inhibition, actives largely listed as inhibitors; P00811; hit rate 0.041% among 370,000; AmpC hydrolysis of nitrocefin, absorbance 480 nm, 0.01% Triton;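 note: potency is the fitted concentration of half-maximal effect; 0% = no-compound wells and -100% = no-enzyme wells; nearly all actives have a fitted effect of over 25% in size; some results filed as inactive show a strong effect at the top dose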
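20 mM phosphate pH 7.0 + 0.01% (detergent screen) or 0.0001% Triton X-100; 5.3 nM AmpC reagent; cpd preinc 15 min RT; nitrocefin (800 uM stock) to start; A480 q20 s × 4 min; Activity was normalised to no-enzyme and no-compound control wells.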
* = called active by the depositor; u = inconclusive; x = not tested or not shown; & = joins results of further samples; [ ] = another dose, or the depositor's remark. Unless noted, calls come from the whole dose curve; as a rule, active = well fitted curve in the direction sought with a large enough effect; inconclusive = small, poorly fitted or top-dose-only effect, or another doubt; inactive = no such curve, though single readings can be large; an effect the other way counts as inactive or inconclusive. Unless noted, % is set by controls: 0 for no effect and ±100 for the full control effect. Hits appear at their usual frequency; about 7.5% have a hit in one of these screens.

(1) Cc1ccc(-c2ccc(C)c(N)c2C)c(C)c1N
(2) CCCCCC(CC(=O)NO)C(=O)NC(C(=O)N1CCCC1CO)C(C)C (configuration not stated)
(3) CCN=C1NN=C(c2cc(C)n(CCc3ccccc3)c2C)CS1
(4) COC(C[C@H](O)C[C@H](O)[C@H](C)OCc1ccccc1)OC
(5) COCCCNC(=O)C1CCN(Cc2cc3ccccc3n2Cc2ccccc2C)CC1
(6) COCCN1C(=O)N[C@@H](c2cccc(C(F)(F)F)c2)[C@H](C(C)=O)[C@H]1C
(7) CCN(CC)C(=O)c1ccc(-c2nnc(Nc3cccc(O)c3)c3ccccc23)cc1
(8) Cc1nnc(SCC(=O)Nc2nc(-c3ccc(F)cc3)cs2)[nH]c1=O
assay / entry	1	2	3	4	5	6	7	8
AmpC detergent	u	-10.6%	u	-1.3%	-5.9%	x	u	6.4%
AmpC inh no detg	-7.1%	-4.7%	-13.2%	-1.1%	x	x	-42.3%	-28.2%
AMA1 RON2 block	-3.0%	25.5%	32.0%[activator]	11.2%	x	-0.7%	-3.7%	-8.2%
HCV inh	-13.1%	u	-28.7%	1.0%	x	8.7%	2.1%	-28.9%
TbPYK inhibitor	-3.2%	-11.4%	-17.1%	-3.1%	2.7%	4.2%	7.3%	-3.9%
LmPK inhibitor	-1.4%	x	3.5%	-6.8%	x	-1.1%[11.5 µM]	8.5%	0.0%
HCMV antiviral	-25.0	-69.1*	55.7	0.4	-1.9	u	u	-13.9

(9) Cc1ccc(C[n+]2cc(-c3ccc(Cl)cc3)n3c2CCC3)cc1
(10) Cc1cc(NC(=O)CSc2nc3ccsc3c(=O)n2NC(=O)c2ccccc2)no1
(11) COC(=O)C1=C(c2ccc3ccccc3c2)C[C@@H]2CC[C@H]1N2C(=O)NCc1ccc(F)cc1
(12) O=c1cc(-c2ccc(O)cc2)oc2cc(O)cc(O)c12
(13) CCc1ccc(C(=O)COC(=O)c2ccc(Cl)nc2)cc1
(14) CC1CCCCN1S(=O)(=O)c1ccc2c(c1)CCN2C(=O)C1CCC1 (configuration not stated)
(15) CCOC(=O)C1(C)C=C(Nc2ccc(C)cc2)C(=O)N1c1ccc(C)cc1 (configuration not stated)
(16) CCN1CCN(S(=O)(=O)c2ccc(Cl)c(C(=O)N(C)Cc3ccco3)c2)CC1
assay / entry	9	10	11	12	13	14	15	16
AmpC detergent	-14.0%	-1.9%	-4.6%	x	-14.6%	-1.4%	-7.7%	-12.9%
AmpC inh no detg	15.4%	-31.7%	-1.7%	x	-19.3%	0.4%	-26.5%	-2.3%
AMA1 RON2 block	-2.6%	2.8%	-7.0%	34.2%[activator]	23.7%	-15.4%	-0.8%	9.0%
HCV inh	-24.7%	-7.2%	u	u	-6.5%	u	u	5.1%
TbPYK inhibitor	-2.9%	-4.6%	-1.5%	-8.4%	-10.0%	-2.9%	2.7%	-0.9%
LmPK inhibitor	2.6%	-0.9%	x	x	4.9%	-4.6%	-1.2%	x
HCMV antiviral	-60.6*	91.6	-21.0	43.8	-15.1	-16.4	-14.8	-22.3

(17) O=C(NCCCN1CCOCC1)c1ccc(Cl)c([N+](=O)[O-])c1
(18) O=C(NCC(=O)N1CCOCC1)c1ccc(Br)o1
(19) Nc1ccc(N2CCN(CCCCN3C(=O)C4CCCN4C3=O)CC2)cc1 (configuration not stated)
(20) COC1C(O)C(C)OC(OC2C(Oc3cccc4c(O)c5c(=O)oc6ccc(C)c7c(=O)oc(c34)c5c67)OC(C)C(O)C2O)C1O (configuration not stated)
(21) Cc1ccc(-c2nc(C=Nc3ccccc3)c(O)o2)cc1
(22) Cc1ccccc1C(=O)NC1(C(F)(F)F)N=C(c2ccccc2)N(Cc2ccccc2)C1=O (configuration not stated)
(23) CCN(CC)C(=O)C1CCN(Cc2ccc(OCc3ccccc3)cc2)CC1
(24) C/C(=N\NC(=O)Cc1cccn1C)c1ccco1
assay / entry	17	18	19	20	21	22	23	24
AmpC detergent	x	-10.3%	u	x	2.7%	-0.6%	-16.7%	3.0%
AmpC inh no detg	x	-6.5%	57.1%	x	-35.3%	x	35.3%	1.0%
AMA1 RON2 block	-14.9%	-13.7%	u	-18.6%	-10.5%	x	u	45.9%[activator]
HCV inh	-0.1%	10.1%	-37.4%	u	1.7%	x	-17.3%	3.0%
TbPYK inhibitor	2.6%	1.4%	-7.7%	-11.6%	-1.6%	6.6%	7.8%	1.0%
LmPK inhibitor	x	x	-4.1%	x	7.3%	x	1.4%	8.8%
HCMV antiviral	45.8	-19.4	-10.7	-97.2*	-9.1	-23.8	-34.0	12.4

A second format for part of the listing above:
No.	SMILES	AmpC detergent	AmpC inh no detg	AMA1 RON2 block	HCV inh	TbPYK inhibitor	LmPK inhibitor	HCMV antiviral
23	CCN(CC)C(=O)C1CCN(Cc2ccc(OCc3ccccc3)cc2)CC1	-16.7%	35.3%	u	-17.3%	7.8%	1.4%	-34.0
24	C/C(=N\NC(=O)Cc1cccn1C)c1ccco1	3.0%	1.0%	45.9%[activator]	3.0%	1.0%	8.8%	12.4

Carrying on.
(25) CCOC(=O)Cc1csc(NC(=O)/C=C/c2ccco2)n1
(26) Cc1c(C(=O)OCC(=O)N2CC(C)CC(C)C2)oc2ccccc12 (configuration not stated)
(27) COc1ccc(OC)c(NC(=O)COC(=O)[C@H](Cc2ccccc2)NC(=O)c2ccco2)c1
(28) CN(C(=O)CC1C(=O)NCCN1Cc1ccccc1F)C1CCOCC1 (configuration not stated)
(29) O=C(/C=C/c1ccc(F)cc1)Nc1ccc(S(=O)(=O)N2CCOCC2)cc1
(30) Cc1ccc(SC(C)c2nc(-c3ccncc3)no2)cc1 (configuration not stated)
(31) CCOc1ccc(-n2c(/C=C/c3ccccc3)nc3ccccc3c2=O)cc1
(32) NC(=O)c1nsc(C(=O)N(c2cccc(O)c2)C(C(=O)NC2CCCC2)c2ccc(Cl)cc2)c1N (configuration not stated)
assay / entry	25	26	27	28	29	30	31	32
AmpC detergent	2.5%	u	x	0.8%	0.6%	u	-4.4%	4.2%
AmpC inh no detg	-22.3%	-3.5%	-17.3%	47.9%	-23.0%	12.8%	x	41.7%
AMA1 RON2 block	-17.8%	-8.4%	6.8%	0.0%	3.4%	20.5%	x	-1.9%
HCV inh	-5.0%	-20.3%	22.2%	14.5%	u	u	x	-19.1%
TbPYK inhibitor	-5.7%	4.0%	-8.6%	4.5%	3.7%	-5.0%	2.6%	-1.7%
LmPK inhibitor	0.5%	x	x	-4.8%	-8.4%	1.2%	x	-3.2%
HCMV antiviral	0.0	5.5	-9.6	1.2	-38.6	-19.1	17.6	-6.4

(33) O=C(O)C1CCCCC1C(=O)Nc1ccc2c(c1)OCO2 (configuration not stated)
(34) CCOC(=O)c1sc(Nc2nc(C)cc(C)n2)nc1C
(35) N/C(=N\OC(=O)c1ccc(Cl)cc1)c1ccn[nH]1
(36) COc1ccc(NC(=O)CCS(=O)(=O)c2ccccc2Cl)cc1S(=O)(=O)Nc1ccc(Cl)cc1
(37) COc1cccc(NC(=O)CN(C)C(=O)c2cc3c(s2)CCCCC3)c1
(38) O=C(Cn1c(=O)oc2cc(S(=O)(=O)N3CCCCCC3)ccc21)NC1CCCCCCC1
(39) CC(=O)c1ccc(N2CCN(CC(O)c3ccccc3)CC2)cc1 (configuration not stated)
(40) CC(C)CN(C(=O)c1cccc(Cl)c1)c1c(N)n(Cc2ccccc2)c(=O)[nH]c1=O
assay / entry	33	34	35	36	37	38	39	40
AmpC detergent	-6.2%	5.0%	-7.9%	1.8%	-0.2%	u	3.4%	-5.3%
AmpC inh no detg	-14.9%	-12.4%	-31.7%	-36.8%	-23.0%	-23.5%	-8.9%	-22.0%
AMA1 RON2 block	-8.6%	0.0%	17.2%	-6.5%	-0.3%	-6.4%	-0.7%	1.5%
HCV inh	11.1%	-18.7%	u	12.6µM*	-14.9%	-16.9%	-11.2%	-7.4%
TbPYK inhibitor	-4.4%	1.0%	-16.1%	2.8%	2.6%	1.1%	-0.9%	-0.9%
LmPK inhibitor	3.1%	-16.2%	-27.0%	0.4%	x	5.6%	-1.0%	x
HCMV antiviral	9.3	20.9	162.3	-21.2	0.0	28.8	-25.5	-0.7

(41) CCN(C(=O)c1noc2c1COc1ccc(C)cc1-2)c1cccc(C)c1
(42) CCOc1ccc(NC(=O)CN(C)C(=O)c2cc(S(=O)(=O)N(C)C)ccc2N2CCCC2)cc1OCC
(43) CNC(=O)Oc1cccc2ccccc12
(44) COc1ccc(-c2noc(CSc3nnc(C)n3-c3ccc(C)cc3)n2)cc1
(45) COc1ccc(CNCC(O)(c2ccccc2)c2ccc(F)cc2)cc1 (configuration not stated)
(46) CCCCCN(C(=O)CCC(=O)OCC(=O)c1ccc(F)c(F)c1)c1c(N)n(CCCC)c(=O)[nH]c1=O
(47) Cc1cccc(CSc2nnc(C)c(=O)n2N)c1
(48) Cc1ccc(NC(=S)NC(NC(=O)c2ccccc2)C(Cl)(Cl)Cl)c(C)c1 (configuration not stated)
(49) Cc1nn(CC(=O)Nc2cccc(C(F)(F)F)c2)c(=O)c2cccn12
(50) COc1ccccc1NC(=O)c1cc(S(=O)(=O)NCCC2=CCCCC2)ccc1F
assay / entry	41	42	43	44	45	46	47	48	49	50
AmpC detergent	18.6%	u	6.4%	4.6%	-12.6%	u	u	2.1%	0.2%	7.6%
AmpC inh no detg	x	117.6%[activator]	-14.1%	x	4.3%	121.0%[activator]	-8.5%	-34.7%	-6.7%	x
AMA1 RON2 block	x	-2.8%	-5.5%	x	19.1%	-4.1%	7.3%	13.8%	0.2%	x
HCV inh	x	20.7%	13.5%	x	7.9%	-13.9%	30.6%[activator]	u	-2.5%	x
TbPYK inhibitor	-10.8%	-3.0%	2.9%&1.5%	3.7%	3.5%	3.2%	2.2%	-3.2%	-17.3%	-8.8%
LmPK inhibitor	x	x	-1.9%	x	3.3%	x	-5.2%	-2.7%	-10.9%	x
HCMV antiviral	-10.5	-7.3	15.8	-22.8	u	7.1	3.3	-67.9*	25.7	-23.3

High-throughput results: PubChem, National Center for Advancing Translational Sciences (NCATS)
